Bioassay records (PubChem)
West Nile antiviral = West Nile virus antiviral activity, cell-based, CPE readout (AID 1621). actives 0.02% (n = 290,000). West Nile virus-infected cells, CPE inhibition; higher % means a stronger effect. CPE inhibition, % at 10 µM; hits with a dose series show IC50 in µM; in the data active = a potency from the dose series; inconclusive = CPE inhibition mostly from about 3.7% at the one dose, without a potency; inactive = the rest, 99 in 100 with CPE inhibition below about 2.2%; note: strong numbers were not always called active
Salmonella PhoP GFP = inhibitors of PhoP regulon expression, primary screen, Salmonella Typhimurium, GFP reporter (AID 1863); one-dose inhibition, % at 50 µM; IC50 in µM for titrated hits; actives 0.16% (n = 300,000); S. Typhimurium PhoP-regulated promoter GFP reporter, 4 h; higher % means a stronger effect;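 active = inhibition over 29.93%, a cutoff 3 SD above the screen mean, later confirmed by dose response; inconclusive = inhibition over 29.93% but no dose response follow-up; inactive = inhibition at most 29.93% or unconfirmed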;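 note: 0% = low Mg2+ inducing control and 100% = high Mg2+ repressing control; strong numbers were not always called active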
b-catenin transl = alters nuclear translocation of beta-catenin in HeLa cells. immunofluorescence imaging. nuclear translocation activity, % at 5 µM. actives 0.3% (n = 190,000);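 active = nuclear translocation activity above 50% at 5 µM, with a well cell count of 50 or more; inconclusive = wells under 50 cells across six images, flagged as toxic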;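 note: per-cell ratio of nuclear to cytoplasmic median beta-catenin stain intensity; plate controls were DMSO negative control for no effect and GSK-3 inhibitor IX positive control for full effect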
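assay system = human HeLa cells, endogenous beta-catenin | times = compound treatment 24 h, 37°C, 5% CO2 | detection = Anti-beta-catenin immunofluorescence on PFA-fixed, Triton-permeabilized cells, DAPI nuclei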
SV40 large T antigen = SV40 large T antigen inhibitors, biochemical (AID 1903); SV40 large T antigen ATPase/helicase inhibition assay; higher % means a stronger effect; inhibition, % at 20 µM; hits with a dose series show IC50 in µM; actives 0.39% (n = 310,000); in the data active = a potency from the dose series; inconclusive = inhibition mostly from about 32% at the one dose, without a potency; inactive = the rest, 99 in 100 with inhibition below about 32%; note: strong numbers were not always called active
Rac1 GTP hydrolysis = MgcRacGAP GTPase-activating activity inhibitors, confirmation, biochemical, ADP Hunter fluorescence; MgcRacGAP-stimulated Rac1 GTP hydrolysis, ADP Hunter fluorescence; higher % means a stronger effect; GST-tagged Rac1 F28L mutant substrate; AID 624330; inhibition, % at 30 µM; hits with a dose series show IC50 in µM; actives 0.6% (n = 340,000);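 active = first-screen hits whose inhibition reached a set limit at any dose in the follow-up dose series; inconclusive = inhibition above the set first-screen limit but never retested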;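 note: fluorescence reports GDP produced by GAP-driven GTP hydrolysis; strong numbers were not always called active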
WT yeast gro inh = growth inhibition of WT yeast, mitochondrial fusion screen. mitochondrial fusion phenotypic screen, WT strain. inhibition, % at 10 µM. actives 2.1% (n = 190,000). AID 1362; in the data active = inhibition above about 58%; tested in S. cerevisiae
T cell HTS = T cell immune modulation candidate; 2C CD8+ T cell-vesicle binding, flow cytometry; stronger effect = lower value; calls only at 7 µM; actives 0.068% (n = 330,000);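 active = response, share of CD8 T cells binding vesicles, and their 90th percentile fluorescence all below set limits, cut at about 80% in these data, passing the limit was not always enough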
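Material: 2C TCR transgenic mouse naive CD8+ T cells, MACS-purified. Also added: QL9-charged Drosophila Ld/ICAM-1/B7-1 vesicles. Timing: binding 1.5 h at 37 °C. Measured by: high-throughput flow cytometry with anti-B7-1 and anti-CD8 staining. Read-out: percent CD8+ FL2 mean versus row control. Controls: Unloaded micro-vesicles (low), QL9 vesicles with 0.7% DMSO (high).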
RSV CPE inhibition = RSV antiviral activity via CPE protection, HEp-2 cells, primary 10 µM value included (AID 2391); HEp-2 cells, RSV-induced CPE inhibition; higher % means a stronger effect; CPE inhibition, % at 10 µM; hits with a dose series show IC50 in µM; actives 0.13% (n = 310,000); in the data active = a potency from the dose series; inconclusive = CPE inhibition mostly from about 23% at the one dose, without a potency; inactive = the rest, 99 in 100 with CPE inhibition below about 21%; note: strong numbers were not always called active
Myeloid diff MLP = compounds promoting myeloid differentiation. calls only at 10 µM. ER-HoxA9 myeloid progenitors, lysozyme-GFP differentiation, flow cytometry. actives 1% (n = 360,000);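 active = normalized GFP-positive differentiation at or above the plate's own cutoff, the solvent-only control mean plus 3 SD; inconclusive = no clear call, values can overlap the other calls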;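 note: cells exposed to compound for four days before flow analysis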
WT yeast gro inh mutant strain = further read-out of WT yeast gro inh, marked with its call; inhibition, %; mitochondrial fusion phenotypic screen, mutant strain inhibition
b-catenin transl cell count 5 µM = recorded beside b-catenin transl, whose call it bears; cell count; measured here: cell count, cytotoxicity flag
T cell HTS vesicle-bound % = recorded beside T cell HTS, whose call it bears; double positive events, %; measured here: CD8+ vesicle-bound cell fraction;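 binding gate set so that unloaded-vesicle control wells show 10% double positive cells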
Myeloid diff MLP GFP+ MAC1+ % = further read-out of Myeloid diff MLP, marked with its call; GFP+ MAC1+ double positive, %; measured here: differentiation confirmed by MAC1 staining
* hit, by the source's call; i = inactive; ? = inconclusive; nt = no result given.

SMILES	West Nile antiviral	Salmonella PhoP GFP	b-catenin transl	b-catenin transl cell count 5 µM	SV40 large T antigen	Rac1 GTP hydrolysis	WT yeast gro inh	WT yeast gro inh mutant strain	T cell HTS	T cell HTS vesicle-bound %	RSV CPE inhibition	Myeloid diff MLP	Myeloid diff MLP GFP+ MAC1+ %
COc1ccc(CNS(=O)(=O)c2ccc3c(c2)CCN3C(=O)C2CC2)cc1	-1.2%	0%	nt	nt	1%	-2%	-8	-18	i	48	7.3%	i	1.9
CC(C)CCn1nnnc1C(c1ccc(F)cc1)N1CCC(C(N)=O)CC1 (stereo unspecified)	0.5%	-14%	-5.1	1092	5%	7%	-12	13	i	47	1.3%	i	0.4
COc1ccc(S(=O)(=O)n2nc(C)c(S(=O)(=O)N3CCOCC3)c2C)cc1OC	-0.2%	-7%	nt	nt	8%	nt	nt	nt	i	27	3.1%	nt	nt
COc1ccc(-c2nc(CS(=O)(=O)CC(=O)NC3CCCCCC3)c(C)o2)cc1	0.3%	-3%	nt	nt	9%	-23%	nt	nt	i	32	?	i	2.5
O=C(Nc1cccc(CNCCc2c[nH]c3ccccc23)c1)c1ccccc1Cl	-1.2%	20%	nt	nt	23%	22%	nt	nt	i	29	-0.4%	i	0.5
O=C(CSc1nnc(SCc2ccc(Cl)cc2)s1)N/N=C/c1c(Cl)cccc1Cl	nt	8%	0.5	898	11%	1%	13	10	i	49	1.3%	i	0.7
Cc1cc(C)c(C(CC(=O)c2cccs2)C(C#N)C#N)c(C)c1 (stereo unspecified)	-0.6%	-9%	2.2	517	11%	12%	-4	-1	i	43	-2.1%	i	0.3
CCOC(=O)N1CCN(S(=O)(=O)c2cccc3cccnc23)CC1	-0.4%	-11%	-6.7	1074	1%	15%	9	24	i	50	0.9%	i	0.9
CCOC(=O)C1(C)C=C(Nc2cccc(OC)c2)C(=O)N1c1ccccc1 (stereo unspecified)	-0.6%	0%	1.0	1292	8%	11%	nt	nt	i	51	0.1%	i	0.2
Nc1nnc(SCC(=O)NC2CCCCCCC2)s1	nt	-4%	nt	nt	18%	9%	nt	nt	i	30	1.2%	i	0.5
Cc1ccc(Cn2c(=O)oc3ccccc32)cc1	-0.1%	9%	3.0	1121	8%	-7%	0	-6	i	32	1.1%	i	0.3
CCCc1cc(=O)[nH]c(N2CCN(Cc3ccc4c(c3)OCO4)CC2)n1	0.2%	-1%	nt	nt	14%	1%	nt	nt	i	24	2.2%	i	0.5
CC(Sc1nnc(C2CC2)n1C1CC1)C(=O)Nc1cccc(S(=O)(=O)N(C)C)c1 (stereo unspecified)	nt	nt	nt	nt	nt	1%	nt	nt	i	43	1.1%	i	0.4
O=C1C(=O)N(CCO)C(c2ccc(Br)cc2)/C1=C(\O)c1ccccc1 (stereo unspecified)	-0.7%	-1%	nt	nt	8%	3%	nt	nt	i	24	1.0%	i	0.8
COc1ccc(-c2n[nH]c(C(F)(F)F)c2-c2cc3ccccc3o2)c(O)c1	-0.1%	-2%	94*	924*	-3%	2%	94*	87*	i	49	-3.6%	i	0.8
COc1ccc(OC)c(-n2c(SC)nnc2-c2c[nH]c3ccccc23)c1	-0.1%	-2%	nt	nt	0%	1%	-17	-8	i	23	2.1%	i	3.0
Cc1ccc(NC(=O)NC(=O)CSc2nnc(-c3ccc(Cl)cc3Cl)n2N)c(C)c1	-1.1%	-3%	2.0	1023	6%	0%	-9	0	i	34	18%	i	1.6
COc1ccc(C(=O)NC(=S)NNC(=O)c2c(-c3ccccc3)noc2C)cc1OC	-1.1%	-1%	0.4	1317	12%	nt	nt	nt	i	51	-0.4%	i	0.2
O=C(CSc1ncc(C(F)(F)F)cc1Cl)N1CCN(S(=O)(=O)c2ccc3ccccc3c2)CC1	1.9%	11%	-1.8	1239	7%	5%	20	14	i	36	8.4%	i	5.1
O=C(Nc1ccccc1N1CCCCC1)c1cccc(OC(F)F)c1	-1.6%	3%	nt	nt	7%	5%	nt	nt	i	22	19%	i	1.6
CCOc1cc(/C=N/Nc2nc(N3CCCC3)nc(N3CCCC3)n2)ccc1O	0.2%	-2%	nt	nt	?	27%	5	-1	i	34	1.4%	i	0.0
CCOC(=O)C1(CCOc2ccccc2)CCN(Cc2ccncc2)CC1	-1.7%	5%	0.9	1514	19%	4%	-1	-4	i	30	11%	nt	nt
CCOc1ccc(CCNC(=O)c2ccc(S(=O)(=O)N3CCCC3)cc2)cc1OCC	nt	8%	nt	nt	17%	7%	nt	nt	i	42	0.0%	i	0.6
CCOC(=O)c1ccc(N2CN(CCc3ccccc3)CNC2=S)cc1	-0.5%	-12%	-1.5	1047	5%	6%	-3	6	i	15	-1.2%	i	0.6

2 compounds drawn at random from the list so far:
SMILES	West Nile antiviral	Salmonella PhoP GFP	b-catenin transl	b-catenin transl cell count 5 µM	SV40 large T antigen	Rac1 GTP hydrolysis	WT yeast gro inh	WT yeast gro inh mutant strain	T cell HTS	T cell HTS vesicle-bound %	RSV CPE inhibition	Myeloid diff MLP	Myeloid diff MLP GFP+ MAC1+ %
CCOC(=O)C1(CCOc2ccccc2)CCN(Cc2ccncc2)CC1	-1.7%	5%	0.9	1514	19%	4%	-1	-4	i	30	11%	nt	nt
Cc1ccc(NC(=O)NC(=O)CSc2nnc(-c3ccc(Cl)cc3Cl)n2N)c(C)c1	-1.1%	-3%	2.0	1023	6%	0%	-9	0	i	34	18%	i	1.6

(more compounds)
SMILES	West Nile antiviral	Salmonella PhoP GFP	b-catenin transl	b-catenin transl cell count 5 µM	SV40 large T antigen	Rac1 GTP hydrolysis	WT yeast gro inh	WT yeast gro inh mutant strain	T cell HTS	T cell HTS vesicle-bound %	RSV CPE inhibition	Myeloid diff MLP	Myeloid diff MLP GFP+ MAC1+ %
COC(=O)C1=CN(c2ccc(F)cc2)C=C(C(=O)OC)C1c1cccc([N+](=O)[O-])c1	-0.6%	14%	nt	nt	3%	8%	nt	nt	i	22	2.1%	i	0.2
O=c1cc(-c2ccco2)oc2c1ccc1ccccc12	0.9%	-2%	2.2	1041	11%	10%	20	-9	i	43	2.2%	i	1.0
CCOC(=O)COc1c(OC)cc(Cl)cc1C1NC(=O)NC(C)=C1C(C)=O (stereo unspecified)	0.3%	6%	0.6	1156	6%	7%	18	-11	i	11	0.1%	i	1.7
CCCC1S/C(=N/N=C/c2cccs2)NC1=O (stereo unspecified)	0.2%	-16%	-0.8	1323	9%	10%	-8	-4	i	27	1.6%	i	0.7
Cc1cc(NC(=O)c2ccc(C#N)cc2)n(-c2ccccn2)n1	0.6%	2%	-4.2	1004	-9%	5%	10	17	i	41	1.5%	i	0.4
Cc1ccc(C)c(NC(=O)N2CCCCCC2)c1	-0.5%	5%	nt	nt	-4%	5%	nt	nt	i	3	0.4%	i	1.1
COCCNC(=O)C(=O)NCC1OCCN1S(=O)(=O)c1cc(F)ccc1F (stereo unspecified)	-0.6%	-1%	nt	nt	24%	13%	nt	nt	i	38	1.4%	i	0.8
O=C(Nc1c(C(=O)N2CCC(N3CCCCC3)CC2)oc2ccccc12)c1ccc(F)cc1	0.3%	-6%	nt	nt	12%	14%	nt	nt	i	47	-0.9%	i	1.2
OCCN1CCN(c2nc3ccccc3nc2-c2ccccc2)CC1	0.4%	-8%	0.6	931	10%	6%	21	-7	i	6	0.1%	i	0.1
NC(=O)c1c(NC(=O)CN2CCOCC2)sc2c1CCC2	-0.1%	-5%	-4.1	768	10%	-1%	1	17	i	32	2.0%	i	0.7
O=C(CSc1ncn(-c2ccccc2)n1)Nc1ccc(Br)cn1	-0.4%	2%	0.2	1098	20%	0%	-17	-8	i	38	1.6%	i	1.3
Cc1cc(C)c(S(=O)(=O)N2CCCc3ccccc32)c(C)c1	-0.4%	-5%	nt	nt	19%	2%	nt	nt	i	14	8.4%	i	0.8
CC(Nc1ccccc1)c1cc(Cl)ccc1O (stereo unspecified)	0.7%	-6%	-2.6	1168	15%	7%	-4	-13	i	35	0.2%	i	0.7
Cc1ccc(S(=O)(=O)Nc2cccc3ncccc23)cc1	0.1%	1%	0.2	1288	8%	-13%	nt	nt	i	13	13%	i	1.3
COc1ccc(OC)c(C(=O)COC(=O)c2ccc(C)o2)c1	0.2%	-12%	0.6	730	14%	13%	6	14	i	12	-0.3%	nt	nt
CSc1cccc(NC(=O)C(C)Sc2ccc(C)cc2)c1 (stereo unspecified)	-0.5%	-11%	-4.5	1251	4%	8%	16	23	i	15	6.0%	i	0.8
CCOC(=O)N1CCC(O)(c2cc(C)c(C)cc2C)CC1	-0.5%	-11%	-0.2	1036	17%	2%	-5	3	i	41	2.1%	i	0.7
O=C(O)CCCNC(=O)/C(=C\C=C\c1ccccc1)NC(=O)c1ccccc1Cl	-0.4%	4%	0.3	1539	0%	5%	-1	-2	i	21	1.1%	i	0.1
CC(=O)Oc1cc(OC(C)=O)c2c(=O)c(-c3ccc4c(c3)OCCCO4)c(C)oc2c1	1.3%	-7%	-2.3	1114	11%	9%	nt	nt	i	56	10%	i	0.8
Cc1ccccc1NC(=O)CSc1nc2c(c(=O)n(C)c(=O)n2C)n1C	-0.3%	10%	nt	nt	1%	4%	nt	nt	i	39	1.2%	i	2.4
O=C(NCCO)/C(=C/c1ccc(Br)cc1)NC(=O)c1cccs1	nt	2%	0.8	983	1%	8%	-3	7	i	14	1.8%	i	0.9
Cc1cc(Cl)ccc1NC(=S)NCCN1CCOCC1	-0.2%	11%	nt	nt	-8%	13%	3	2	i	59	0.6%	i	0.6
CC(C)CCN1CCN(Cc2nc3c(s2)CCCC3)CC1CCO (stereo unspecified)	-2.1%	-6%	1.8	982	6%	-1%	11	6	i	50	-2.9%	i	0.3
O=[N+]([O-])c1cnc2ccccc2c1	0.1%	-4%	nt	nt	4%	6%	4	-4	i	53	1.6%	i	1.4
CC1Cc2cc(S(=O)(=O)NCCC(=O)NCc3ccc(F)cc3)ccc2N1C(=O)C1CC1 (stereo unspecified)	0.1%	-5%	nt	nt	9%	9%	nt	nt	i	12	1.5%	i	3.7
CC1CN(C(=O)c2ccc3c(c2)OCO3)CC(C)O1 (stereo unspecified)	0.1%	-3%	nt	nt	4%	6%	8	11	i	59	3.0%	i	0.7
CCOC(=O)c1nc(Nc2ccc(N3CCC(C)CC3)cc2)c2ccccc2n1	nt	6%	0.0	1119	34%	23%	26	36	i	28	-0.1%	i	2.1
